# Screens deposited in PubChem by several laboratories.
# PrPC surface inh – inhibitors of human cell surface prion protein PrPC | actives 0.43% (n = 370,000) | inhibition, % at 13.8 µM | TR-FRET read-out; in the data active = inhibition above about 24%; also: 0% = median of the test wells and 100% = reference compound wells
# BoNT-A LC inh2 – blocks Botulinum neurotoxin A light chain protease; multiplex microsphere protease substrate cleavage, flow cytometry; inhibition, % at 10 µM; actives 0.17% (n = 360,000); AID 588499; also: plate controls were buffer without enzyme for full effect and enzyme alone for no effect
# Rv3671c protease – inhibitors of M. tuberculosis serine protease Rv3671c. actives 0.048% (n = 320,000). P9WHR9. inhibition, % at 5.96 µM; in the data active = inhibition above about 38%;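 also: extracellular domain of Rv3671c used as enzyme; 0% = enzyme with DMSO and 100% = no enzyme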
# Target sequence (P9WHR9 whole entry, looked up, the tested form may be a part): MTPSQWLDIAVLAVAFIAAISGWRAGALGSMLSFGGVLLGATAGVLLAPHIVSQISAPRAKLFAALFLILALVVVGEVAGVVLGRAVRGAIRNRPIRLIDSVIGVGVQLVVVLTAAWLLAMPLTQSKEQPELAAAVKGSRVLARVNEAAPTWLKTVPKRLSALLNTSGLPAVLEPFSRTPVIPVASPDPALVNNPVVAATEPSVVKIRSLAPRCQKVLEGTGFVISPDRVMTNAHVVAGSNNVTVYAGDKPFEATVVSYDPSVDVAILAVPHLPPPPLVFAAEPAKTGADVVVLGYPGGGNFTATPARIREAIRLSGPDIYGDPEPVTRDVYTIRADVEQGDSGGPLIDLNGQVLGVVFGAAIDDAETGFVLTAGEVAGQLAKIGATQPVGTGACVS
# Anthrax LF inh2 – blocks Bacillus anthracis lethal factor protease. inhibition, % at 10 µM. P15917. AID 588501. multiplex microsphere protease cleavage assay, LF. actives 0.12% (n = 360,000); also: plate controls were buffer without enzyme for full effect and enzyme alone for no effect
# MazF activator – MazEF (E. coli) toxin RNase activation; FAM/BHQ RNA-DNA oligo cleavage fluorescence, 5 h; activation, % at 20 µM; actives 0.32% (n = 350,000); AID 504720; in the data active = activation above about 50%
# Target sequence (P0AE70 whole entry, looked up): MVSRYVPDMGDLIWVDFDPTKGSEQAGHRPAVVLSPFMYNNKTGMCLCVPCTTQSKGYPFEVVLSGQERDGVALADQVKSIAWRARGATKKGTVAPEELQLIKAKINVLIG
# PriA SSB inh – blocks PriA binding to SSB C-terminal tail | actives 0.6% (n = 430,000) | AlphaScreen SSBct-PriA binding, biotinylated peptide | inhibition, % at 33 µM | AID 1272365; in the data active = inhibition mostly above about 37%, no sharp cut-off; inactive = mostly below about 20%;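 also: plate controls were negative control peptide for no effect and reference peptide for full effect; strong numbers were not always called active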
# CCHF vOTU inh – CCHFV vOTU protease inhibition. Pep-AMC fluorescence. inhibition, % at 11.5 µM. actives 0.55% (n = 370,000). AID 651958; in the data active = inhibition above about 30%; also: 0% = vehicle wells with enzyme and 100% = no enzyme wells
# BoNT-F LC inh – blocks Botulinum neurotoxin F light chain protease; Multiplex microsphere protease cleavage assay, flow cytometry; inhibition, % at 10 µM; actives 0.22% (n = 360,000); in the data active = inhibition above about 35%, passing the limit was not always enough; inconclusive = no clear call, values can overlap the other calls; also: plate controls were buffer without enzyme for full effect and enzyme alone for no effect
# SARS 3CLpro inh – SARS-CoV 3CLpro protease inhibition. inhibition, % at 6 µM. actives 0.14% (n = 290,000). P0C6X7. recombinant SARS-CoV 3CLpro, quenched FRET peptide cleavage; in the data active = inhibition above about 12%
# DUSP3 inh – blocks human VHR1 dual specificity phosphatase; recombinant VHR phosphatase, pNPP absorbance; P51452; inhibition, % at 13.3 µM; actives 0.52% (n = 290,000); in the data active = inhibition above about 50%; also: some compounds called inactive have numbers as strong as hits
# Target sequence (P51452 whole entry, looked up): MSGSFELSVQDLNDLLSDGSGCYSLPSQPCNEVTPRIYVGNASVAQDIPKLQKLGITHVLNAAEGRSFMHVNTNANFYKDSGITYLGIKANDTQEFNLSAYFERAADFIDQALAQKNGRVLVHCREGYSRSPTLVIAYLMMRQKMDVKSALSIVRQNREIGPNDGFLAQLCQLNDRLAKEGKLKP
# Starred values were filed as active, the others as inactive; i = inactive; ? = inconclusive; . = no result given. Rule as the data show it, unless noted: active = inhibition above about 30%; inconclusive = no clear call, values can overlap the other calls; inactive = below that.
SMILES,PrPC surface inh,BoNT-A LC inh2,Rv3671c protease,Anthrax LF inh2,MazF activator,PriA SSB inh,CCHF vOTU inh,BoNT-F LC inh,SARS 3CLpro inh,DUSP3 inh
CC(=O)NC(C(=O)NCC(N)=O)C(C)C (centres undefined),-7,-0.1,2,-8,1,-3,3,-6,-2,2
Cn1c(=O)c2c(nc(OCc3ccccc3)n2C)n(C)c1=O,6,-0.2,1,-4,10,-1,8,-5,-1,-20
CC(C)(C)C(=O)Nc1nnc(SCC(=O)NCc2cccs2)s1,2,0.6,-6,-2,9,-1,16,4,1,9
CN1CCN(C(=O)COCc2cc(-c3ccc4c(c3)OCO4)on2)CC1,2,0.4,-7,1,-4,-5,10,2,3,29
CN1CCN(c2oc(-c3ccccc3Cl)nc2S(=O)(=O)c2ccccc2)CC1,-4,-0.3,-2,1,6,18,13,3,0,19
CC(=O)Oc1ccc(OC(C)=O)c(SCCCCCCl)c1,0,1.2,.,2,-3,-13,12,-3,7,4
Cc1ccnc(NC(=O)c2ccc(NC(=O)c3ccco3)cc2)c1,-1,1.4,5,2,1,-11,5,20,5,-5
O=C(CSc1nnc(-c2ccccc2)n1-c1ccc(Cl)cc1)NC1CCS(=O)(=O)C1 (centres undefined),3,-0.3,11,1,7,-33,1,-1,2,24
COc1ccc(S(=O)(=O)N2CN(Cc3ccco3)c3nc4ccccc4nc32)cc1,-3,0.5,0,-4,-23,12,-5,-6,-3,14
O=C(NCc1ccccc1)[C@@H]1C[C@H]1[C@@H](NP(=O)(c1ccccc1)c1ccccc1)c1ccccc1,10,-0.9,-7,-7,1,-2,14,-6,1,1
O=C(/C=C\c1ccc2c(c1)OCO2)Nc1nnc(SCC(=O)OCc2ccccc2)s1,7,.,-14,.,.,.,-14,.,2,6
COC(=O)C1CCN(C(=O)[C@H](C)NC(=O)C2CC(=O)N(c3ccc(F)cc3)C2)CC1 (some centres undefined),2,-0.9,-3,-2,8,-1,2,0,-4,21
COc1ccc(Cl)cc1C(=O)Nn1cnnc1,-4,-5.4,4,-16,5,-23,-11,?,1,-4
CC(Oc1ccccc1)C(=O)Nc1ccccc1F (centres undefined),-1,-1.3,1,-1,3,-21,1,-12,0,13
COC(=O)CN(CCCl)P1(=O)OCCCN1CCCl (centres undefined),6,-1.2,.,-12,.,.,8,-5,.,.
Nc1c(-c2ccc(Cl)cc2)cnc2c(-c3ccc(F)cc3)cnn12,3,-2.2,-4,-7,-28,-10,3,24,2,3
COc1ccc(Cl)cc1Nc1nc2ccc(C)cc2n2cnnc12,-1,1.0,-3,2,-8,1,8,13,-2,-12
CCOC(=O)N1CCC(NS(=O)(=O)c2cc(C(=O)OC)n(C)c2)CC1,1,0.1,1,3,6,1,-6,5,0,6
CN(CC(=O)Nc1ccccc1C(F)(F)F)C(=O)C1CCN(S(=O)(=O)c2ccc3c(c2)OCCO3)CC1,1,0.4,-1,2,-1,5,-6,-4,.,.
Cc1ccc(NC(=O)CSCc2cc(=O)n3cc(C)sc3n2)cc1,1,-1.1,-15,-4,18,-1,-6,1,-6,35
COc1ccc(CC(=O)NC(C)CCc2ccccc2)cc1 (centres undefined),9,-0.4,-2,-2,-7,0,-1,-1,3,22
O=C(c1ccco1)N1CCN(C(=O)C2CC2)CC1,-8,0.3,-1,0,6,-5,-18,-2,0,42
Fc1cc(F)cc(NC(=S)NN2CCOCC2)c1,11,-0.2,-14,-2,4,-12,11,0,-1,-17
C/C(=N\NC(=O)Cc1cccn1C)c1cccc2ccccc12,-8,0.6,8,-5,-10,.,5,27,3,-8
COc1ccccc1NC(=O)Nc1nc(CC(=O)Nc2ccccc2F)cs1,4,1.7,-10,-6,-2,9,-4,5,.,.
COc1ccc(C)cc1NCC(=O)Nc1ccc(C(C)(C)C)cc1,2,-1.2,13,-1,-1,18,7,-5,3,14
COCc1[nH]nc2c1C(c1ccc(OC)c(OC)c1)C(C#N)=C(N)O2 (centres undefined),-3,-0.6,1,-6,5,10,8,-25,-1,21
CCOC(=O)C1=C(CS(=O)(=O)c2ccccc2)NC(=O)NC1c1cccc(OC)c1 (centres undefined),2,-0.6,2,-1,-5,-8,-6,0,0,2
C/C(=N/NC(=O)c1ccncc1)c1ccc(NC(=O)c2ccccc2)cc1,3,-2.7,.,-4,10,.,0,-7,5,-6
COc1ccc(F)cc1S(=O)(=O)Nc1ccncc1,5,-6.7,-2,13,5,-2,-19,?,3,27
O=C(NNc1cc(N2CCOCC2)nc(N2CCOCC2)n1)C12CC3CC(CC(C3)C1)C2,7,-0.7,-10,1,-1,4,-1,-5,-2,-6
O=C(Oc1cccc([N+](=O)[O-])c1)c1ccc2c(=O)n3c(nc2c1)CCC3,-9,0.0,-1,-2,5,-12,29,-1,.,.
Cn1c(=O)c2c(nc(Br)n2CCSc2nnnn2-c2ccccc2)n(C)c1=O,-3,-2.3,3,0,0,-23,-6,-2,-2,-8
CC1(C)NC(=O)N(CC(=O)N2CCN(S(=O)(=O)c3cc(Cl)ccc3Cl)CC2)C1=O,0,-0.2,-2,-4,3,-23,5,6,.,.
COc1ccc(-c2c(C)nc3c(-c4ccc(F)cc4)cnn3c2N)cc1,-2,-1.7,-6,2,-1,-2,6,-3,1,6
CC(C)COc1nc2ccccc2nc1N1CCN(C)CC1,-13,-1.5,.,4,-2,-2,8,26,1,-2

# Part of the list above in order of heavy-atom count, ascending:
SMILES,PrPC surface inh,BoNT-A LC inh2,Rv3671c protease,Anthrax LF inh2,MazF activator,PriA SSB inh,CCHF vOTU inh,BoNT-F LC inh,SARS 3CLpro inh,DUSP3 inh
O=C(c1ccco1)N1CCN(C(=O)C2CC2)CC1,-8,0.3,-1,0,6,-5,-18,-2,0,42
COc1ccc(F)cc1S(=O)(=O)Nc1ccncc1,5,-6.7,-2,13,5,-2,-19,?,3,27
COc1ccc(CC(=O)NC(C)CCc2ccccc2)cc1 (centres undefined),9,-0.4,-2,-2,-7,0,-1,-1,3,22
C/C(=N\NC(=O)Cc1cccn1C)c1cccc2ccccc12,-8,0.6,8,-5,-10,.,5,27,3,-8
COc1ccc(C)cc1NCC(=O)Nc1ccc(C(C)(C)C)cc1,2,-1.2,13,-1,-1,18,7,-5,3,14
COCc1[nH]nc2c1C(c1ccc(OC)c(OC)c1)C(C#N)=C(N)O2 (centres undefined),-3,-0.6,1,-6,5,10,8,-25,-1,21
O=C(Oc1cccc([N+](=O)[O-])c1)c1ccc2c(=O)n3c(nc2c1)CCC3,-9,0.0,-1,-2,5,-12,29,-1,.,.
C/C(=N/NC(=O)c1ccncc1)c1ccc(NC(=O)c2ccccc2)cc1,3,-2.7,.,-4,10,.,0,-7,5,-6
Cn1c(=O)c2c(nc(Br)n2CCSc2nnnn2-c2ccccc2)n(C)c1=O,-3,-2.3,3,0,0,-23,-6,-2,-2,-8
CC1(C)NC(=O)N(CC(=O)N2CCN(S(=O)(=O)c3cc(Cl)ccc3Cl)CC2)C1=O,0,-0.2,-2,-4,3,-23,5,6,.,.
CCOC(=O)C1=C(CS(=O)(=O)c2ccccc2)NC(=O)NC1c1cccc(OC)c1 (centres undefined),2,-0.6,2,-1,-5,-8,-6,0,0,2
O=C(NNc1cc(N2CCOCC2)nc(N2CCOCC2)n1)C12CC3CC(CC(C3)C1)C2,7,-0.7,-10,1,-1,4,-1,-5,-2,-6

# Further results.
SMILES,PrPC surface inh,BoNT-A LC inh2,Rv3671c protease,Anthrax LF inh2,MazF activator,PriA SSB inh,CCHF vOTU inh,BoNT-F LC inh,SARS 3CLpro inh,DUSP3 inh
O=C(Nc1cccc2ccccc12)c1ccc(Br)o1,3,-0.6,.,-2,5,2,2,-2,2,4
CC(C)C1CCN(C(=O)C2CCC(=O)N(CCc3ccc(Cl)cc3)C2)CC1 (centres undefined),-1,0.8,3,-3,7,-2,2,6,-2,14
Cc1[nH]c(=O)[nH]c(=O)c1/C=N/NC(=O)[C@@H](N)CC(C)C,6,-1.3,-4,-4,-20,.,9,-5,-1,-4
Cc1ccccc1N1CCN(S(=O)(=O)c2ccc3ccccc3c2)CC1,1,-1.6,-23,-1,-24,-6,0,1,2,2
CCOc1ccc(OCC)c(NC(=O)C2CCN(S(=O)(=O)c3c(C)[nH]c(=O)[nH]c3=O)CC2)c1,5,1.6,2,2,26,4,-4,14,1,-14
COC(=O)NNC(=O)C1CCC(C(=O)NNC(=O)OC)CC1 (centres undefined),1,-0.5,-5,-4,-2,-3,2,-5,6,9
CCCCOc1ccc(C(=O)CCN2CCOCC2)cc1,3,1.4,1,-4,0,-14,-6,6,-4,16
COc1ccc(CC(=O)OCC(=O)c2c[nH]c3ccccc23)cc1,2,53*,-12,24,3,2,1,-8,.,.
Cc1cc(NC(=O)COC(=O)c2ccccc2[N+](=O)[O-])no1,-8,-0.5,6,-4,3,-1,7,-1,4,17
COc1ccc(CNC(=O)CN(C(=O)c2ccc(CN3CCOCC3)o2)C2CCCC2)cc1,-5,-0.9,-1,-2,-3,-2,0,1,-3,29
CC(C)(C)c1ccc(S(=O)(=O)N2CCN(c3ccccn3)CC2)cc1,-2,-2.2,0,-4,0,-4,-14,0,3,20
CCOc1ccc(-c2ncncc2-c2ccc(OC)c(OC)c2)c(O)c1,2,-2.0,3,2,2,1,-7,?,3,6
CC1(C(=O)NS(=O)(=O)c2ccccc2)CCN1C(=O)Cc1cc(F)ccc1F (centres undefined),-3,-0.5,.,3,.,.,4,-2,.,.
CCCNC(=O)C(Cc1cccc(C#N)c1)NC(=O)c1ccc(C#N)cc1 (centres undefined),-9,-0.4,3,4,3,-13,6,1,.,.
CC1=C(C(=O)OCC2CCCO2)C(c2coc3ccc(C)cc3c2=O)C2=C(CCCC2=O)N1 (centres undefined),-3,0.3,-4,-3,1,-10,6,0,1,16
COc1ccc(NC(=O)CCN2C(=O)/C(=C/c3ccc4c(c3)OCO4)SC2=S)cc1,7,1.2,3,-2,-35,-1,-6,6,0,3
CCc1cc(C(=O)N(CCCOC)c2c(N)n(Cc3ccccc3)c(=O)[nH]c2=O)sc1C,8,1.3,-4,2,-5,-11,-18,6,.,.
Cc1ccc(Cn2c(=O)c3ccccc3n3c(CCC(=O)O)nnc23)cc1,2,0.1,11,-1,1,0,-4,0,1,.
O=C(O)CCCc1nc2ccccc2s1,5,0.1,-5,0,5,-2,11,-6,1,10
O=C(O)c1cc(S(=O)(=O)Nc2ccc3cn[nH]c3c2)ccc1Br,-11,.,-17,.,0,6,36*,.,.,.
CCN(CC)c1ccc2cc(-c3nc4ccccc4n3C)c(=O)oc2c1,1,1.2,8,3,i,-12,-34,0,-14,-9
CC(=O)N1CCc2cc(S(=O)(=O)NC(C(=O)Nc3nc(C)cs3)C(C)C)ccc21 (centres undefined),6,-1.9,-8,-7,9,-6,0,-38,-2,0
CC1CCc2c(sc(NC(=O)/C=C/c3cccs3)c2C(=O)O)C1 (centres undefined),2,1.4,0,17,-6,-4,6,12,3,0

# Some of the compounds tested; the hit share may differ from the screen's.
